Assay outcomes as filed in PubChem BioAssay.
PLK1 PBD block – qHTS for Inhibitors of PLK1-PDB (polo-like kinase 1 - polo-box domain): Primary Screen | Serine/threonine-protein kinase PLK1 (Homo sapiens), P53350 | Plk1 PBD binding of FITC phosphopeptide, fluorescence polarization | Potency, µM, for the others: max response, negative = inhibition, hits mostly inhibitors | hit rate 2.8% among 360,000 | AID 720504, 2013; also: potency is read from the fitted curve at half-maximal effect; series mostly up to about 57 µM; % is scaled to controls: 0 for no effect and ±100 for the full control effect; nearly all actives have a fitted effect of over 65% in size
WRN helicase inh – qHTS for Inhibitors of WRN Helicase. AID 651768, 2012. WRN helicase unwinding, fluorescent forked duplex, kinetic. hit rate 0.46% among 360,000. Potency, µM (titrated, usually from 114 µM), for the others: top-dose activity change, negative = inhibition, most hits filed as inhibitors. Bifunctional 3'-5' exonuclease/ATP-dependent helicase WRN (Homo sapiens), Q14191; also: potency is read from the fitted curve at half-maximal effect; % is scaled to controls: 0 for no effect and ±100 for the full control effect; nearly all actives have a fitted effect of over 55% in size
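Kinetic fluorescence helicase assay: unwinding of a quenched forked DNA duplex (100 nM final) with 2 mM ATP final raises red fluorescence (525/598 nm). Compounds sat 15 min at room temperature with 20 nM WRN beforehand.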
EPAC1 ag – qHTS for Agonist of cAMP-regulated guanine nucleotide exchange factor 3 (EPAC1): primary screen. AID 720707, 2013. hit rate 0.073% among 360,000. Potency, µM (series often up to 154 µM), for inactives: at the top dose activation, usual class: activators. Rap guanine nucleotide exchange factor 3 (Homo sapiens), O95398. EPAC1 agonist qHTS, biochemical assay; response scale: 100% = response to 6.5 mM cAMP; also: potency is read from the fitted curve at half-maximal effect; nearly all actives have a fitted effect of over 60% in size
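Fluorescent GDP-exchange assay: 100 nM EPAC1 with 250 nM Rap1B preloaded with BODIPY-GDP and 50 uM GDP; compounds tested as concentration series, 5 min at room temperature, then read every 5 min for 30 min (ex 480/em 540 nm); normalized to 6.5 mM cAMP.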
Mm-Cpn inhibitor – Inhibitors of TCP-1 ring complex (TRiC) of Methanococcus maripaludis (MmCpn): qHTS | Chaperonin Mm-Cpn (Methanococcus maripaludis) | purified Mm-Cpn ATPase, ADP Transcreener TR-FRET | Potency, µM (top dose mostly 76.9 µM), for the others: at the highest dose activity, negative = inhibition, actives largely listed as inhibitors | hit rate 0.031% among 330,000; also: potency is read from the fitted curve at half-maximal effect; % is scaled to controls: 0 for no effect and ±100 for the full control effect; nearly all actives have a fitted effect of over 80% in size
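ATPase turnover read by TR-FRET ADP competition (Eu cryptate antibody/ADP-d2, 665/590 nm): 10uM ATP final, 25nM Mm-CPN final, 30 min 37degC after 10-min compound preincubation, pH 7.4 Tris/KCl/MgCl2/DTT buffer.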
CCT modulator – High-Throughput Screening for Modulators of Cytosolic Chaperonin Activity | purified chaperonin ATPase assay, HTRF ADP detection, 30 min | activity change, % (concentration not given with the values), hits read low | hit rate 0.3% among 360,000 | AID 651819, 2012; in the data active = activity change below about -30%; also: % is scaled to controls: 0 for no effect and ±100 for the full control effect
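ATPase activity: ADP formed was measured by HTRF Transcreener (665/615 nm ratio) after 30 min at 37 deg C with 10 uM ATP. Compounds screened at one 76 uM concentration against 40 or 20 nM TRiC in Tris pH 7.4/KCl/MgCl2/DTT buffer.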
PI5P4Ka inh – qHTS for Inhibitors of phosphatidylinositol 5-phosphate 4-kinase (PI5P4K); Phosphatidylinositol 5-phosphate 4-kinase type-2 alpha (Homo sapiens), P48426; PI5P4Kalpha enzyme, ADP-Glo luminescence, 60 min; active compounds read low; max response, %; hit rate 1.2% among 330,000; AID 652105, 2013; active = max response of -50% or lower; inconclusive = between -30% and -50%; inactive = -30% or higher; also: value at the top dose of about 77 µM; % is scaled to controls: 0 for no effect and ±100 for the full control effect
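Controls without substrate or without enzyme flank wells where PI5P4Kalpha converts substrate using 5 microM ATP (final). Incubation lasts 60 minutes at room temperature; ADP formed is read by ADP-Glo luminescence.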
EPAC2 antagonist – qHTS for Antagonist of cAMP-regulated guanine nucleotide exchange factor 2 (EPAC2): primary screen; EPAC2 GEF exchange of Rap1B-BODIPY-GDP, fluorescence; Rap guanine nucleotide exchange factor 4 (Homo sapiens), Q8WZA2; Potency, µM (series often up to 114 µM), inactives show at the highest dose activity, negative = inhibition, hits mostly inhibitors; hit rate 0.18% among 360,000; AID 720708, 2013; also: potency is read from the fitted curve at half-maximal effect; % is scaled to controls: 0 for no effect and ±100 for the full control effect; nearly all actives have a fitted effect of over 45% in size; many of its hits are not listed in these tables
EPAC1 antagonist – qHTS for Antagonist of cAMP-regulated guanine nucleotide exchange factor 3 (EPAC1): primary screen; EPAC1 GEF assay, Rap1b-BODIPY-GDP exchange fluorescence; Potency, µM (titrated, usually from 115 µM), for the others: at the highest dose activity change, negative = inhibition, most hits filed as inhibitors; AID 720709, 2013; Rap guanine nucleotide exchange factor 3 (Homo sapiens), O95398; hit rate 0.14% among 360,000;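 also: potency is read from the fitted curve at half-maximal effect; plate controls were vehicle for no effect and positive control for full effect; nearly all actives have a fitted effect of over 50% in size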
* marks the source's active call; other numbers are inactive results; ? = inconclusive; / = not tested or not shown; [ ] = remark or other dose. Unless noted, calls follow the shape of the dose curve; as a rule, active = well fitted curve in the direction sought with a large enough effect; inconclusive = small, poorly fitted or top-dose-only effect, or another doubt; inactive = no such curve, though single readings can be large; an effect the other way counts as inactive or inconclusive. These rows are one share of the data; count on the stated rates, not on these rows.

Screens in order – Mm-Cpn inhibitor	PLK1 PBD block	CCT modulator	EPAC1 antagonist	EPAC1 ag	PI5P4Ka inh	EPAC2 antagonist	WRN helicase inh
CC(C)[C@H](NC(=O)[C@@H]1CSC2c3ccccc3C(=O)N21)C(=O)NCc1ccco1 (stereo not given in full)
    2%	-19%	-0.9	-3%	5%	2	5%	6%
Cc1cc2c(cc1C)CSC(c1ccc(O)cc1)SC2
    -2%	-3%	-3.2	0%	4%	/	6%	-2%
O=C(NCCc1ccccc1)Nc1ccc2c(c1)OCO2
    1%	-1%	-2.2	-3%	4%	0	1%[57.1 µM]	-2%
O=C(N/N=C/c1ccco1)c1cc(C2CC2)[nH]n1
    -3%	-2%	0.9	0%	11%	5	2%	-11%
CC(=O)C1=C(O)CC(C)(C)CC1=NCc1nc2ccccc2[nH]1
    0%	8%	-1.5	-27%	2%	-4	6%	4%[57.1 µM]
Cc1ccc2c(c1)C1(OCCCO1)C(=O)N2CC#N
    1%	-12%	-1.4	?	2%	6	1%	6%
CC1(C)NC(=O)N(CC(O)Cn2c3ccccc3c3ccccc32)C1=O (stereo not given)
    -6%	-2%	-2.5	-5%	6%	1	0%	1%
COC(=O)C1=C[C@@H](C(=O)OC)C2C3=C(C(=O)C24CCCCC4)[C@H](C)n2c(=O)n(-c4ccccc4)c(=O)n2[C@@H]3C1 (stereo not given in full)
    /	3%	-3.5	-19%	-12%	-4	-8%	4%
CCN(C[C@H]1N[C@@](CC)(C(=O)OC)[C@H]2C(=O)N(Cc3ccccc3)C(=O)[C@@H]12)C(C)=O
    -1%	-16%	-1.3	-5%	-17%	-7	-3%	-4%
Cc1ccc(N(Cc2cc3ccccc3[nH]c2=O)C(=O)c2cccs2)cc1C
    0%	4%	1.3	-10%	16%	0	1%	-1%
O=C(Nc1ncn[nH]1)c1cccc(F)c1
    0%	3%	0.9	5%	10%	-4	-1%	2%
COC(=O)c1ccc(N/C=C\C(=O)c2ccc3c(c2)OCO3)cc1
    1%	-7%	-2.9	0%	2%	2	-3%	-1%
O=C(/C=C/c1ccco1)OCC(=O)c1ccc(OC(F)F)cc1
    1%	-6%	-1.1	-4%	-4%	-18	1%	-14%
Cc1nc2ccc(C(=O)NCCc3c[nH]c4ccccc34)cn2c1N(C)C(=O)CCc1ccccc1
    /	-1%	0.4	9%	-9%	0	-14%	1%
Cc1cc(=O)oc2cc(O[C@@H]3O[C@H](CO)[C@@H](O)[C@H](O)[C@H]3O)ccc12
    -3%	1%	-3.6	5%	-6%	-1	-1%	7%
O=C(Cn1cnc(S(=O)(=O)N2CCOCC2)c1)Nc1ccc(OC(F)(F)F)cc1
    -1%	-13%	-1.1	7%	-12%	-11	3%	1%
CN(C)CCNCc1ccc(OC2CCCC2)cc1
    1%	-2%	-2.7	1%	1%	/	3%	8%
COc1ccc(C(=O)N2CCN(Cc3cc(OC)c(O)c(OC)c3)CC2)cc1OC
    -1%	-8%	-0.6	4%	10%	/	-1%	-8%[57.1 µM]
CCOc1ccc(NCc2cc3c(C(C)(C)C)nn(-c4ccccc4)c3[nH]c2=O)cc1
    -1%	-7%	-2.2	-28%	27%	/	?	-26%
COc1ccc(/C=C2\SC(=O)N=C2N)cc1
    0%	-5%	0.0	-9%	12%	-2	3%	-11%
CN(C)S(=O)(=O)N1CCN(C(=O)c2ccc3c(c2)OCO3)CC1
    0%	-3%	-1.0	2%	13%	-2	-3%	1%[57.1 µM]
CC(=O)Nc1cccc(NC(=O)c2sc3ncn(CC(=O)N4CCCCC4)c(=O)c3c2C)c1
    -2%	-8%	-3.3	-5%	3%	2	-2%	-9%
O=C(c1ccccc1)c1c[nH]c(C(=O)C(Cl)(Cl)Cl)c1
    0%	-8%	-5.2	2%	5%	-5	-11%	-7%
COc1cc(NC(=O)c2cc3ccccc3cc2O)c(OC)cc1Cl
    -12%	-4%	1.2	?	-4%	-5	0%	-5%
O=C(Nc1ccccc1N1CCOCC1)c1ccc2ccccc2n1
    -1%	0%	-1.6	12%	19%	9	-2%	-15%
Cc1ccc(C)c(NC(=O)C2CCN(S(=O)(=O)c3ccc4c(c3)NC(=O)CO4)CC2)c1
    1%	-12%	0.1	16%	-2%	-3	12%	1%
COc1ccc(CN2CCCC(C(=O)c3cccc(C(F)(F)F)c3)C2)cc1O (stereo not given)
    -6%	-9%	-2.5	3%	1%	-2	-7%	10%
Cc1nc(N)nc(N)c1/C=C/C(C)(C)c1ccc(Cl)cc1
    1%	-5%	-2.7	-7%	14%	0	-14%	4%
Cc1cc2oc(C(=O)N(Cc3ccco3)C3CCS(=O)(=O)C3)cc(=O)c2cc1Cl (stereo not given)
    0%	-12%	-1.1	9%	9%	/	-2%	8%
COc1ccccc1CNC(=O)COC(=O)c1cc([N+](=O)[O-])ccc1N1CCOCC1
    1%	-2%	-2.9	2%	4%	-6	0%	-13%
O=C(CSc1cccc(C(F)(F)F)c1)NC(=O)NCc1ccco1
    -2%	-27%	0.2	-30%	-9%	/	-10%	?
CN1CCN(c2cc(CNC[C@H]3O[C@@H](n4cnc5c(=O)[nH]c(N)nc54)[C@H](O)[C@@H]3O)ccc2F)CC1
    /	2%	0.9	-2%	2%	-3	2%	-6%
Cc1c(C(=O)N2CCC2)oc2ccc(Cl)cc12
    -5%	2%	-0.9	0%	3%	-6	1%	-18%
O=C(c1ccc2ncsc2c1)N1CCN(c2ccc(O)cc2)CC1
    1%	-19%	-9.0	-3%	-8%	-9	4%	5%
CC(C)(C)c1nc(SCC(=O)c2ccccc2)c2ccccc2n1
    -7%	-18%	-1.0	-26%	-4%	-3	-27%	1%
Cc1ccc(Cl)cc1NC(=O)c1cc2ccccc2cc1O
    -30%	0%	-1.6	2%	11%	2	-1%	-8%
COC(=O)CNC(=O)c1c(-c2ccccc2Cl)noc1C
    1%	2%	-6.1	-16%	9%	3	-7%	0%
CCOC(=O)c1c(C)[nH]c(C(=O)NNC(=O)c2ccccc2F)c1C
    0%	-4%	-2.0	-5%	8%	-11	-7%	-25%
COc1cc(/C=N/Nc2nc3c(c(=O)n(C)c(=O)n3C)n2Cc2ccccc2)ccc1OC(=O)c1ccco1
    -1%	-9%	-2.7	-18%	11%	5	-6%	-5%
CCOc1cc(N2CCOCC2)c(OCC)cc1NC(=O)COC(=O)c1cc2ccccc2cc1O
    -2%	-3%	0.8	3%	3%	-5	0%	5%
COc1ccc(NC(=S)/N=C(\N)Nc2nc(C)c3ccc(C)cc3n2)cc1
    -11%	2%	-1.2	-5%	3%	4	0%	20%
CCc1ccc(S(=O)(=O)Nc2ccc(C)c(NS(C)(=O)=O)c2)cc1
    -3%	7%	-1.9	0%	-1%	-3	-24%	-6%
COc1cccc(CN(C(=O)c2cc3ccccc3oc2=O)C2CCS(=O)(=O)C2)c1 (stereo not given)
    -2%	-2%	-1.3	6%	-13%	-4	7%	12%
CCCNC(=O)C(Cc1ccccc1)NC(=O)c1ccc(C(F)(F)F)cc1 (stereo not given)
    -2%	-9%	-0.3	1%	-15%	-1	2%	-6%
Cc1ccccc1NC(C)C(=O)N/N=C/c1ccccc1OCc1cccc(Br)c1 (stereo not given)
    0%	1%	-0.9	-2%	4%	5	-2%	-14%
O=C1/C(=C\c2c(NCCOCCO)nc3ccccn3c2=O)SC(=S)N1Cc1ccco1
    -2%	36%[activator]	-0.3	-14%	19%	3	-19%	22µM*
CCOc1cc(/C=C2/C(=O)ON=C2C)cc(Br)c1O
    1%	5%	-0.8	-23%	11%	-67*	25%	-7%
FC(F)(F)c1nc2nc(Cl)c(Cl)nc2[nH]1
    /	-2%	1.5	9%	-3%	-11	-4%	1%
CC(C)C(=O)N1CCC(Cc2ccccc2)CC1
    2%	-2%	-11	4%	2%	5	-9%	-3%
Cc1ccc(C(=O)/C=C/c2ccc(-c3ccccc3[N+](=O)[O-])o2)cc1
    0%	-14%	-0.5	2%	7%	/	-1%	-7%[57.1 µM]
Cc1ccc(NC(=O)CCC(=O)N/N=C/c2ccc(O)cc2)cc1
    0%	-5%	-0.8	-12%	3%	7	-8%	-21%
COc1cc(F)ccc1-c1csc(C(O)c2ccc(F)cc2)n1 (stereo not given)
    /	-11%	-0.6	-16%	-8%	3	-8%	-10%
O=C(NC1CCN(C(=S)NCc2ccco2)CC1)NC12CC3CC(CC(C3)C1)C2
    ?	30µM*	-3.2	-12%	0%	/	0%	-8%
O=C(Nn1cnnc1)c1ccc(F)c(S(=O)(=O)N2CCCCC2)c1
    0%	-2%	-2.3	-3%	0%	-6	-1%	5%
COc1ccc(-n2c(SCC#N)nc3ccccc3c2=O)cc1
    1%	-8%	0.8	-8%	10%	2	-6%	-3%
O=C(COC(=O)c1cccc(NC(=O)c2ccco2)c1)c1ccc(Br)cc1
    1%	0%	1.0	5%	13%	-1	-3%	-1%
O=C(NC(=S)Nc1ccc2c(c1)OCO2)c1ccccc1
    1%	-9%	-6.1	5%	8%	-7	-2%	-2%
CCCCCC(O)C=CC1C(O)CC(O)C1CC=CCCCC(=O)O (stereo not given)
    /	1%	2.1	8%	-2%	4	-1%	-6%
CC(C)(C)NC(=O)c1ccccc1-c1nc(-c2ccccc2Cl)no1
    0%	-1%	0.7	8%	-11%	-1	6%	-15%[57.1 µM]
